# Assay outcomes (PubChem BioAssay)
# CSN deneddyl inh – inhibitors of CSN-mediated cullin deneddylation, primary screen, biochemical, fluorescence polarization, uHTS; Purified CSN, SCF-Nedd8-OG deneddylation; inhibition, % at 12.5 µM; 0.38% of 360,000 active; AID 651999, 2013;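 active means pattern-corrected inhibition above about 35%, with an unprinted fluorescence ratio check between 0.5 and 1.5, limit read from the data, passing the limit was not always enough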;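 further: 0% = enzyme with substrate and 100% = substrate without enzyme; some results filed as inactive read as strong as hits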
#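 Assay system: purified human Csn5 enzyme expressed in HEK293T cells; measure: % inhibition; also added: SCFSkp2-Nedd8OG substrate at 10 nM final; technique: fluorescence polarization; times: reaction 90 min, room temperature; medium: Tris buffer pH 7.5, NaCl, DTT, Tween-20, trehalose, ovalbumin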
# Tb MetRS inh – T. brucei MetRS inhibitors, primary screen, biochemical, luminescence; AID 624268, 2012; 0.4% of 360,000 active; purified T. brucei MetRS, ATP depletion, Kinase-Glo luminescence; methionyl-tRNA synthetase (Trypanosoma brucei brucei); inhibition, % at 11.9 µM;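 active means inhibition above a per-plate cutoff of the control wells' mean inhibition plus 3 SD, cut at about 5.5% in these data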;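 further: 0% = DMSO wells median and 100% = median of wells with control inhibitor compound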
#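 technique = Kinase-Glo luminescence, ATP depletion format | system = purified MetRS (methionyl-tRNA synthetase) enzyme from Trypanosoma brucei | timing = 15 min preincubation, 2 h reaction, all 25 °C | evaluation = percent inhibition versus plate control medians | dosing = single dose, 11.9 µM final nominal, 0.9% final DMSO | also added = substrates ATP, L-methionine and bulk Escherichia coli tRNA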
# STEP block – STEP phosphatase inhibitors, primary screen, biochemical, fluorescence intensity, uHTS; Tyrosine-protein phosphatase non-receptor type 5 (Homo sapiens), P54829; recombinant STEP, OMFP fluorogenic substrate; inhibition, % at 20 µM; 0.25% of 360,000 active;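 active means inhibition at 20 µM, scaled per plate between control wells, above about 37%, limit read from the data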;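 further: 0% = DMSO with enzyme and substrate and 100% = substrate only without enzyme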
#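 Assay system: isolated STEP enzyme. Buffer or medium: pH 6.0 Bis-Tris with DTT and Tween 20. Also added: fluorogenic phosphatase substrate OMFP at 25 µM final. Dosing: 20 µM, 1% DMSO. Timing: 20 min reaction, room temperature, in the dark. Measured by: fluorescence intensity, excitation 480 nm, emission 540 nm. Evaluation: normalized % inhibition.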
# NadD inh – inhibitors of S. aureus NadD, primary screen, biochemical, colorimetric, uHTS. Nicotinate-nucleotide adenylyltransferase NadD (Staphylococcus aureus N315). purified NadD enzyme, colorimetric absorbance read-out. inhibition, % at 20 µM. 0.78% of 360,000 active. AID 602399, 2012; in the data active means inhibition above about 26%; further: some compounds past the cut are filed as inactive
# MsrA inhibitor – bovine MsrA enzyme inhibitors, primary screen, biochemical, absorbance, HTS; inhibition, % at 15.5 µM; 0.75% of 360,000 active; purified bovine MsrA, absorbance read-out; in the data active means inhibition above about 4.5%;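 further: 0% = vehicle wells with enzyme and 100% = reference inhibitor wells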
# Rpn11 inh – Rpn11 (PSMD14) deubiquitinase inhibitors, primary screen, biochemical, fluorescence polarization, uHTS | 26S proteasome non-ATPase regulatory subunit 14 (Homo sapiens), O00487 | human 26S proteasome, Ub4-pepOG fluorescence polarization; 20S core pre-blocked with epoxomicin | calls only at 20 µM | 0.59% of 360,000 active | AID 588493, 2011;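 active means inhibition at 20 µM, scaled to each plate's controls, above about 33%, limit read from the data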
# LMPTP inh – LMPTP phosphatase inhibitors, primary screen, biochemical, fluorescence intensity, uHTS. recombinant LMPTP-A, OMFP fluorogenic substrate. inhibition, % at 20 µM. 0.22% of 360,000 active;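 active means compounds that cut the enzyme signal by at least half of the control window in the single-dose screen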;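 further: plate controls were DMSO wells with enzyme plus substrate for no effect and substrate without enzyme for full effect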
#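 Assay system: LMPTP-A, protein tyrosine phosphatase of low molecular weight / Medium: pH 6.0 Bis-Tris buffer with DTT and Triton X-100 / Schedule: 50 min enzyme reaction at room temperature, protected from light / Measured by: endpoint fluorescence intensity from OMFP dephosphorylation / Read-out basis: % inhibition relative to no-enzyme and uninhibited control wells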
# DNMT1 block – human DNMT1 methyltransferase inhibitors, primary screen, biochemical, molecular beacon, fluorescence, HinP1I cleavage, uHTS; DNA (cytosine-5)-methyltransferase 1 (Homo sapiens), P26358; inhibition (reported as % activation of signal), % at 10 µM; 0.83% of 360,000 active; in the data active means inhibition above about 50%
# Target sequence (P26358 504-1616 limits assumed): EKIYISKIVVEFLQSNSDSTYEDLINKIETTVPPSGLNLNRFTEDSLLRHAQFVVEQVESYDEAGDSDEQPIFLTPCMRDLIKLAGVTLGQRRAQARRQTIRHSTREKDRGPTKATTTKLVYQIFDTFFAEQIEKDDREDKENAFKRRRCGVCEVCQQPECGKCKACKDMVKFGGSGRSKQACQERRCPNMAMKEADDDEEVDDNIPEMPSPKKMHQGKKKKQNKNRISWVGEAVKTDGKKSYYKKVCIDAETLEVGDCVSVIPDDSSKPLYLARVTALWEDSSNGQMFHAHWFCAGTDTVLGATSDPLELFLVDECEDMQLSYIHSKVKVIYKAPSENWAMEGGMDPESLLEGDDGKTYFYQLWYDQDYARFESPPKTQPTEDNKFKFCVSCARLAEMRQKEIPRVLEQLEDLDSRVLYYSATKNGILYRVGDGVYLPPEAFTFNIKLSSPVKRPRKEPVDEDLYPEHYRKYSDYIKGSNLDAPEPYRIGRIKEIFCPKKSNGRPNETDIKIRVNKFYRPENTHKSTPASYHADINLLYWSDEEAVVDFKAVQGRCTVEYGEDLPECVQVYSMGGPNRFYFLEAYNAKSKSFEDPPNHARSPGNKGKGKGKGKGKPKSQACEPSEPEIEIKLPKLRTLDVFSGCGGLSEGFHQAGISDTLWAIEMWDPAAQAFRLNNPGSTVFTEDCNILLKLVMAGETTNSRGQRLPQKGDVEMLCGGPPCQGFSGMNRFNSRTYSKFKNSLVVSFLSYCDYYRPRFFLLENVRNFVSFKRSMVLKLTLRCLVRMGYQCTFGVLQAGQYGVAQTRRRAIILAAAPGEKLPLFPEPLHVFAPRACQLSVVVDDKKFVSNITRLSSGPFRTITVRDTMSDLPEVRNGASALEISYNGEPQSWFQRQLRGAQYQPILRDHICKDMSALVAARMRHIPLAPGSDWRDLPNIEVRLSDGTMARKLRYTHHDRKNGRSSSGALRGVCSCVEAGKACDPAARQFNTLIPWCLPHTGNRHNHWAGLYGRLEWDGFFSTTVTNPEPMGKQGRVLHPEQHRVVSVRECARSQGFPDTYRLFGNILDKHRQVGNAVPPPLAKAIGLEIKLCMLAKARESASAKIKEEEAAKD
# Scp-1 inhibitor – Scp-1 phosphatase inhibitors, primary screen, biochemical, colorimetric, uHTS; 0.88% of 340,000 active; Recombinant Scp1, phosphopeptide, malachite green phosphate absorbance; Carboxy-terminal domain RNA polymerase II polypeptide A small phosphatase 1 (Homo …; inhibition, % at 20 µM;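 active means inhibition above about 50% at 20 µM, limit read from the data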;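 further: plate controls were DMSO wells with enzyme for no effect and wells lacking enzyme for full effect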
#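 Incubation: 45 min enzyme reaction at room temperature / System: truncated SCP-1 phosphatase (76-261aa) / Reagent: Phospho 17-mer peptide substrate / Buffer or medium: Acidic Tris acetate buffer with magnesium and detergent / Signal: absorbance at 630 nm / Doses: one concentration, 20 µM, with 1.0% DMSO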
# SUMO1 PPI mod – modulators of SUMO1 protein-protein interactions, primary screen, biochemical, uHTS | Small ubiquitin-related modifier 1 (Homo sapiens), P63165 | SUMO1 binding to a labelled peptide, TR-FRET, 1 h | inhibition, % at 20 µM | 0.33% of 360,000 active; in the data active means inhibition above about 37%
# The depositor's hits bear a star; i = inactive; nt = not tested or not shown.
SMILES,CSN deneddyl inh,Tb MetRS inh,STEP block,NadD inh,MsrA inhibitor,Rpn11 inh,LMPTP inh,DNMT1 block,Scp-1 inhibitor,SUMO1 PPI mod
COc1cc([N+](=O)[O-])ccc1NC(=O)COC(=O)c1c[nH]c(=O)[nH]c1=O,0,0.2,-2,2,1.6,i,-1.8,-5,-21,-10
COc1ccc(S(=O)(=O)Nc2ncccn2)cc1,1,-0.5,-1,-8,-0.5,i,-0.7,0,-10,-2
O=C(Cn1cc(C(F)(F)F)ccc1=O)Nc1cc(S(=O)(=O)N2CCOCC2)ccc1Cl,-1,0.4,-5,-3,0.0,i,-0.7,1,-1,1
Cc1ccc(S(=O)(=O)NC(C)C(=O)NC2CC2)cc1 (stereo not drawn),3,-0.2,1,-4,-1.0,i,-0.1,0,-11,5
CC(C)c1nc(CNC(=O)CCc2nnc(-c3ccsc3)o2)cs1,7,-0.1,-4,5,0.1,i,-1.4,3,-1,-1
Cc1cccc(C)c1NC(=O)C(=O)NCc1ccccn1,-7,-0.4,-1,-5,-1.2,i,-0.4,1,-2,1
O=C1C=C(NC2=CC3OC(c4ccccc4)OCC3OC2=O)CCC1 (stereo not drawn),4,0.0,1,-1,1.2,i,-1.5,-1,-9,3
COC(=O)C1(Cc2cc(-c3cccnc3)no2)CCN(C(=O)OC(C)(C)C)CC1,4,-0.3,0,-4,0.8,i,-0.1,1,-2,3
CC(O)CNc1nc2c(c(=O)n(Cc3ccc(Cl)c(Cl)c3)c(=O)n2C)n1C (stereo not drawn),2,0.5,1,1,-1.1,i,0.8,0,-7,9
Cc1ccc(-n2nnnc2SCC(N)=O)c(C)c1,-12,-0.3,1,-7,-0.4,i,-1.6,-1,-13,0
COc1cccc(C2C(C(=O)c3cc4ccccc4o3)=C(O)C(=O)N2CCN(C)C)c1OC (stereo not drawn),-1,-0.9,0,5,3.4,i,-3.2,-1,-12,-6
CC(=O)c1cccc(N2C(=NC(=O)C(C)C)SC3CS(=O)(=O)CC32)c1 (stereo not drawn),2,0.2,-4,2,-0.5,i,0.3,-2,6,2
CCOC(=O)N1CCN(C(=O)c2cccc(OC)c2OC)CC1,-3,0.1,2,-5,-0.7,i,-0.3,1,-5,3
O=C(CN1CCN(c2ccccc2)CC1)Nc1ccc(F)cc1,4,0.3,4,-2,-0.4,i,-0.1,-3,-9,1
O=C(c1ccc(Cl)cc1)N1CCc2ccccc21,2,-1.5,0,-6,0.4,i,-1.3,4,-1,4
CC1CCCN(S(=O)(=O)c2ccc(C(=O)Nc3nnc(-c4ccccn4)o3)cc2)C1 (stereo not drawn),-2,-0.5,2,12,3.8,i,-2.3,7,-4,8
CC1(C)Oc2ccc(C(=O)N3CCCCC3)cc2N(CC(=O)NCc2ccccc2)C1=O,3,0.0,-3,-1,-0.8,i,-0.8,0,-5,-2
CC(=O)Oc1ccc(C(=O)Cc2ccccn2)c(O)c1,3,-0.6,-2,3,1.4,i,-0.3,0,-2,2
Cc1nc2ccc(Oc3ccccc3)cc2s1,-6,0.7,-1,1,-0.1,i,-0.6,7,-6,7
CCS(=O)c1ccccc1C(=O)OCC(=O)N1CCC(c2ccccc2)=N1 (stereo not drawn),-1,-0.1,1,-1,-1.1,i,-0.6,-2,-8,-7

# Structures from the list above that contain an aryl methoxy group, in the order listed:
SMILES,CSN deneddyl inh,Tb MetRS inh,STEP block,NadD inh,MsrA inhibitor,Rpn11 inh,LMPTP inh,DNMT1 block,Scp-1 inhibitor,SUMO1 PPI mod
COc1cc([N+](=O)[O-])ccc1NC(=O)COC(=O)c1c[nH]c(=O)[nH]c1=O,0,0.2,-2,2,1.6,i,-1.8,-5,-21,-10
COc1ccc(S(=O)(=O)Nc2ncccn2)cc1,1,-0.5,-1,-8,-0.5,i,-0.7,0,-10,-2
COc1cccc(C2C(C(=O)c3cc4ccccc4o3)=C(O)C(=O)N2CCN(C)C)c1OC (stereo not drawn),-1,-0.9,0,5,3.4,i,-3.2,-1,-12,-6
CCOC(=O)N1CCN(C(=O)c2cccc(OC)c2OC)CC1,-3,0.1,2,-5,-0.7,i,-0.3,1,-5,3

# Further results.
SMILES,CSN deneddyl inh,Tb MetRS inh,STEP block,NadD inh,MsrA inhibitor,Rpn11 inh,LMPTP inh,DNMT1 block,Scp-1 inhibitor,SUMO1 PPI mod
CCNC(=O)C1(C)CCN(C(=O)c2c(F)ccc(C)c2F)C1 (stereo not drawn),-3,0.1,-3,-2,0.1,i,0.0,4,nt,1
C#CCOCCOCCOCCNc1nc(N2CCN(C(=O)[C@H](C(C)C)n3cc(CCO)nn3)CC2)nc(N2CCN(C(=O)[C@H]([C@@H](C)CC)n3cc(CCCN=C(N)N)nn3)CC2)n1,-5,0.0,2,-5,0.0,i,-0.5,2,-6,0
Cc1cccc(C)c1-n1nnnc1C(c1ccnc2ccccc12)N(C)Cc1ccc(Cl)c(Cl)c1 (stereo not drawn),-2,-1.2,nt,29*,0.9,nt,5.3,nt,nt,2
COc1ccc(OC)c(C(=O)c2ccc(C(=O)O)cc2)c1,-2,-0.7,1,-3,1.4,i,-1.5,1,-5,-1
COC(=O)c1sc(NC(=O)C2CCCCC2C(=O)O)c(C(=O)OC)c1C (stereo not drawn),1,-0.1,-5,-1,1.1,i,-1.0,1,-2,7
CCSc1nc2c(cnn2-c2ccc(C)cc2)c(=O)[nH]1,-1,0.2,2,1,-0.6,i,0.1,6,-12,12
O=C(CCNS(=O)(=O)c1ccc2c(c1)CCC(=O)N2)Nc1ccc2c(c1)OCCO2,2,-0.3,1,0,1.2,i,0.4,1,-1,1
COCCCNC(=O)c1cc2c(s1)CS(=O)(=O)C2,1,0.0,-1,2,-0.4,i,-1.5,0,-5,1
N#CC1(C#N)CC(C=O)=C(N)C1(C#N)CC(=O)C12CC3CC(CC(C3)C1)C2 (stereo not drawn),3,-0.3,-2,5,1.1,i,2.2,-14,-2,9
COc1ccc(NC(=O)CSCC(=O)Nc2ccc(S(=O)(=O)N3CCCC3)cc2)cc1,2,-0.1,-3,-3,0.4,i,7.2,1,-12,-5
CC1(C)CC(=O)c2c(noc2-c2ccccc2)C1,2,-0.1,-2,-4,0.1,i,-1.5,7,1,0
O=C(COc1ncnc2cc(Cl)ccc12)c1ccccc1,8,0.1,-1,-1,0.0,i,-0.4,-3,-16,1
OC(c1ccc(F)c(F)c1)c1nc(-c2ccncc2)cs1 (stereo not drawn),0,0.6,-2,-1,0.5,i,-1.5,4,nt,-9
CN(CC(=O)Nc1ccc(F)cc1)C(=O)CSc1nnc(Cc2ccccc2)o1,-5,0.1,1,0,0.5,i,0.0,0,-11,4
COc1ccc(C2CC(c3ccco3)n3ncnc3N2)cc1 (stereo not drawn),0,-1.2,-2,0,-0.5,i,-1.7,2,7,-5
COCCNC(=O)c1ccc(NC(C)=O)cc1,2,0.1,-2,0,0.2,i,-1.3,3,-2,2
CCOC(=O)c1c(C)nc2sc(C(=O)Nc3ccc(C(C)=O)cc3)c(N)c2c1-c1ccc(OC)cc1,-2,-0.7,1,-12,3.0,i,1.1,-7,-12,-9
CC(C)(CNC(=O)CNC(=O)c1ccccc1F)N1CCOCC1,-6,-0.4,-1,2,1.4,i,-0.4,3,-8,0
O=C(c1ccccc1)N1CCN(c2ncccn2)CC1,3,-1.3,-1,0,-0.5,i,-0.8,-3,-4,-1
O=C(COC(=O)/C=C/c1ccc([N+](=O)[O-])cc1)Nc1ccc(F)cc1,42*,0.0,1,-4,-0.3,i,0.5,2,-8,-33

# The last 5 records of the part above open the next one.
SMILES,CSN deneddyl inh,Tb MetRS inh,STEP block,NadD inh,MsrA inhibitor,Rpn11 inh,LMPTP inh,DNMT1 block,Scp-1 inhibitor,SUMO1 PPI mod
COCCNC(=O)c1ccc(NC(C)=O)cc1,2,0.1,-2,0,0.2,i,-1.3,3,-2,2
CCOC(=O)c1c(C)nc2sc(C(=O)Nc3ccc(C(C)=O)cc3)c(N)c2c1-c1ccc(OC)cc1,-2,-0.7,1,-12,3.0,i,1.1,-7,-12,-9
CC(C)(CNC(=O)CNC(=O)c1ccccc1F)N1CCOCC1,-6,-0.4,-1,2,1.4,i,-0.4,3,-8,0
O=C(c1ccccc1)N1CCN(c2ncccn2)CC1,3,-1.3,-1,0,-0.5,i,-0.8,-3,-4,-1
O=C(COC(=O)/C=C/c1ccc([N+](=O)[O-])cc1)Nc1ccc(F)cc1,42*,0.0,1,-4,-0.3,i,0.5,2,-8,-33
COc1cc(NC(=O)c2cc3ccccc3cc2O)c(OC)cc1Cl,3,1.1,-1,21,0.6,i,3.2,-1,-17,8
CNc1ccc(Oc2c(F)c(F)nc(F)c2F)cc1,1,-0.3,0,0,-1.1,i,-0.6,-4,-16,3
COc1cc(CN2CCCN(C)CC2)c([N+](=O)[O-])cc1OC,-1,-1.0,-4,5,-1.0,i,-9.7,-8,-5,-7
CS(=O)(=O)Nc1cccc(-c2ccc3nncn3c2)c1,-1,-0.3,-1,-4,-1.2,i,-1.7,3,nt,-6
COc1ccc(C)c2sc(NC(=O)C3CC3)nc12,8,0.1,0,-1,2.0,i,1.5,-5,-6,-4
Cc1cnc(CNC(=O)C2(C)CCCN2CC(C)C)cn1 (stereo not drawn),6,-0.5,-6,-4,-0.7,i,-1.6,5,nt,-5
CCc1nnc(NS(=O)(=O)c2ccc(NC(=O)/C=C/c3ccccc3Cl)cc2)s1,5,0.4,-4,12,3.3,i,1.2,-9,-12,19
Cc1ccc(C(=O)Nc2ccc3c(c2)nc(CCNC(=O)c2ccco2)n3C)cc1,1,0.4,-1,-16,-1.0,i,-1.4,-1,-7,14
